Bioassay records (PubChem)
KOR beta-arrestin-1 = kappa opioid receptor activators – cell-based, luminescence, uHTS, primary screen (AID 1777); activation, % at 10 µM; hits with a dose series show EC50 in µM; 280,000 compounds, 0.02% hits; KOR beta-arrestin recruitment, luminescence; higher % means a stronger effect; in the data active = activation above about 50%, passing the limit was not always enough; note: a part of the inactive calls stands beside numbers as strong as those of hits
West Nile antiviral = West Nile virus antiviral activity, cell-based, CPE readout (AID 1621); one-dose CPE inhibition, % at 10 µM; IC50 in µM for titrated hits; 290,000 compounds, 0.02% hits; West Nile virus-infected cells, CPE inhibition; higher % means a stronger effect; in the data active = a potency from the dose series; inconclusive = CPE inhibition mostly from about 3.7% at the one dose, without a potency; inactive = the rest, 99 in 100 with CPE inhibition below about 2.2%; note: strong numbers were not always called active
GPR35 antagonists = GPR35 antagonists blocking zaprinast-driven arrestin recruitment, primary screen, imaging, U2OS, beta-arrestin-GFP, zaprinast agonist (AID 2058) | U2OS GPR35 beta-arrestin-GFP translocation imaging, zaprinast antagonism; higher % means a stronger effect | 290,000 compounds, 0.052% hits | inhibition, % at 10 µM; hits with a dose series show IC50 in µM;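 active = inhibition of at least 50% with at least 30 cells and total cytoplasm GFP at most 10,000,000; inconclusive = under 30 cells or total GFP of 10,000,000 plus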
GPR55 LPI antagonism = GPR55 antagonists blocking LPI-driven arrestin recruitment, primary screen, imaging, U2OS, beta-arrestin-GFP, LPI agonist (AID 2013) | 290,000 compounds, 0.13% hits | inhibition, % at 10 µM, or IC50 in µM where a hit was titrated | U2OS GPR55 beta-arrestin-GFP translocation imaging, LPI antagonism; higher % means a stronger effect;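 active = spots per cell inhibited over 60%, with over 100 cells counted and total cytoplasm intensity under 500,000; inconclusive = wells with under 100 cells, flagged as likely toxic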;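 note: U2OS cells stably carrying GPR55 and arrestin-GFP stimulated by 5 µM LPI near EC80; imaged beta-arrestin-GFP aggregate spots per cell after agonist stimulation; plate controls were LPI-stimulated DMSO wells for no effect and DMSO wells without LPI for full effect; some results filed as inactive read as strong as hits; confirmed hits need IC50 under 10 µM and bright autofluorescent wells are also inconclusive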
Dengue-2 NS5 capping = flavivirus cap methylation enzyme inhibition – biochemical, confirmation dose response, primary screen (AID 588689); inhibition, % at 25 µM, or IC50 in µM where a hit was titrated; Dengue-2 NS5 methyltransferase capping enzyme assay, biochemical; higher % means a stronger effect; 340,000 compounds, 0.3% hits; in the data active = a potency from the dose series; inconclusive = inhibition above about 29% without an active follow-up result
HIV fusion peptide = inhibitors of HIV fusion peptide binding, primary screen, biochemical, uHTS, fluorescence dequenching (AID 1986) | cell-free peptide binding, fluorescence dequenching, 30 min; higher % means a stronger effect | one-dose inhibition, % at 20 µM; IC50 in µM for titrated hits | 290,000 compounds, 0.3% hits; in the data active = inhibition mostly above about 52%, no sharp cut-off; inactive = mostly below about 76%; note: some results filed as inactive read as strong as hits
NOD1 NF-kB reporter = inhibition of NOD1-driven NF-kB reporter – cell-based, luminescence, uHTS, primary screen (AID 1578). NOD1-driven NF-kB luciferase reporter cells, luminescence; higher % means a stronger effect. inhibition, % at 4 µM; hits with a dose series show EC50 in µM. 290,000 compounds, 1% hits; in the data active = inhibition mostly above about 36%, no sharp cut-off; inactive = mostly below about 34%;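 note: HEK-293T reporter cells stimulated with the NOD1 agonist gamma-tri-DAP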
KOR beta-arrestin-2 = kappa opioid receptor blockers – cell-based, luminescence, uHTS (AID 1778) | inhibition, % at 10 µM; hits with a dose series show IC50 in µM | 290,000 compounds, 0.091% hits | KOR beta-arrestin recruitment, luminescence, antagonist mode; higher % means a stronger effect; in the data active = inhibition above about 50%; note: strong numbers were not always called active
GPR55 beta-arrestin = GPR55 agonists via beta-arrestin recruitment, primary screen, imaging, U2OS cells, beta-arrestin-GFP redistribution (AID 1961); one-dose activation, % at 10 µM; EC50 in µM for titrated hits; U2OS GPR55 beta-arrestin-GFP redistribution imaging; higher % means a stronger effect; 290,000 compounds, 0.048% hits;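 active = activation above 40% with more than 50 cells counted in the well; inconclusive = wells holding fewer than 50 cells, flagged as toxic or sparse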;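 note: U2OS osteosarcoma cells stably expressing GPR55 and beta-arrestin-GFP; plate controls were DMSO negative control for no effect and LPI positive control for full effect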
* = called active by the depositor; ? = inconclusive; · = not tested or not shown; [ ] = dose if it differs, or a comment.

SMILES | KOR beta-arrestin-1 | West Nile antiviral | GPR35 antagonists | GPR55 LPI antagonism | Dengue-2 NS5 capping | HIV fusion peptide | NOD1 NF-kB reporter | KOR beta-arrestin-2 | GPR55 beta-arrestin
O=C(c1ccc(Cn2c(=O)[nH]c3ccccc3c2=O)cc1)N1CCN(c2ccc(Cl)cc2)CC1 | 0.3% | 0.3% | 18% | 6% | -5% | 3.9% | 29% | -1% | -0.2%
Cc1ccc(NC(=O)CCCSc2ccccc2)cc1S(=O)(=O)N1CCOCC1 | -4.9% | -0.9% | 6% | 3% | -3% | 0.0% | -27% | 0% | -0.5%
CC(C)=C1SC(N2CCN(c3cccc(C(F)(F)F)c3)CC2)=NC1=O | 7.3% | -1.1% | 12% | 4% | -3% | -0.1% | 22% | -15% | -0.2%
Cc1nc(SCC(N)=O)[nH]c(=O)c1Cc1ccc(OC(C)C)cc1 | 3.4% | 0.1% | 10% | 4% | · | 0.1% | 15% | -26% | -0.1%
O=C(O)C1CCN(S(=O)(=O)c2cccs2)CC1 | -2.7% | -0.3% | 7% | 8% | -11% | 0.8% | -29% | -24% | -0.2%
C=CCn1c(SCC(N)=O)nc2sc3c(c2c1=O)CCC3 | -0.2% | -0.7% | 5% | -9% | 3% | -1.2% | -27% | 2% | -0.1%
CCOc1ccc(N2CC(C(=O)NC3CCCCCC3)CC2=O)cc1 (stereo unspecified) | -3.4% | 0.3% | 6% | -1% | -4% | -1.3% | -14% | 12% | 0.2%
COc1ccc(-c2cc(C(F)(F)F)n3nc(C(=O)N4CCN(C(=O)c5ccco5)CC4)cc3n2)cc1 | -1.7% | 0.5% | -3% | -9% | -1% | 1.1% | -17% | -30%[20 µM] | -0.1%
Cc1cc(C)nc(N2CCCC(C(=O)NCCc3ccccc3F)C2)n1 (stereo unspecified) | -3.6% | · | 22% | 2% | -8% | -1.2% | -5% | 13% | -0.3%
COc1ccc(C(=O)NCc2nnc(SCC(=O)Nc3cc(C)cc(C)c3)o2)cc1OC | -1.2% | -0.1% | 13% | -4% | 5% | -0.5% | -21% | 22% | -0.1%
O=C(COC(=O)CCC(=O)c1ccc(F)cc1)NCc1ccco1 | 1.8% | -0.2% | -10% | 13% | -7% | 0.6% | -9% | -12% | 0.5%
Cc1cc(C)c(S(=O)(=O)Nc2ccc(O)c(Sc3ncn[nH]3)c2)c(C)c1 | 0.9% | -0.2% | -4% | 3% | -8% | 8.5% | -25% | -19% | 0.3%
Cc1sc2ncn(CC(=O)NCCCC(=O)N3CCCCC3)c(=O)c2c1C | -4.8% | -0.4% | -15% | 4% | -5% | 1.0% | 12% | -4% | -0.3%
CCCCCCCNC(=O)CC(NS(=O)(=O)c1ccc(NC(C)=O)cc1)C(C)C (stereo unspecified) | 2.9% | -0.4% | 7% | 14% | -7% | -3.7% | 15% | 2% | -0.1%
CCCCN1C[C@H](C)[C@@H](CC(=O)NCc2ccccc2)C1=O | -3.8% | 0.0% | 19% | 10% | -5% | -1.2% | 2% | -22%[20 µM] | 0.0%
C=CCSc1nc2sc(C)c(C)c2c(=O)n1CC=C | 4.7% | -1.1% | 19% | 39% | 0% | 1.2% | -9% | -22% | -0.1%
O=[N+]([O-])c1ccc(N2CCN(Cc3ccccc3)CC2)nc1 | 8.4% | -1.1% | 6% | 15% | 1% | -1.1% | 8% | -27% | 1.4%
O=C(Nc1cc(N2CCOCC2)ncn1)NC1(C(F)(F)F)Oc2ccc(Cl)cc2O1 (stereo unspecified) | -2.5% | 0.3% | -3% | -7% | · | 5.8% | -17% | -14% | -0.3%
CC1(C)CC(=O)C2=C(C1)OC(c1cccs1)C(C#N)=C2N (stereo unspecified) | 1.9% | -0.3% | -1% | 3% | -3% | 1.0% | · | -8% | 0.2%
Cc1cc2ccccc2nc1SCC(=O)N1CCCC1 | 2.6% | 0.0% | 0% | 24% | -3% | 1.6% | -10% | -32% | -0.3%
O=S(=O)(NCc1ccccc1)c1ccc(-c2cnc(C3CC3)o2)cc1 | 4.5% | -0.5% | 13% | -2% | -1% | 0.9% | 22% | -27% | -0.4%
CC1CC(NC(=O)c2ncn[nH]2)CC(C)(C)C1 (stereo unspecified) | 4.4% | 0.2% | 6% | 6% | 2% | -0.6% | 84%* | -46% | -0.1%
N#Cc1ccccc1S(=O)(=O)N1CCN(c2cnccn2)CC1 | -5.6% | 0.9% | -7% | 2% | -1% | -1.4% | -44% | 15% | -0.1%
CCn1cc(C(=O)NCC(OC)OC)c(=O)c2cc(S(=O)(=O)N3CCOCC3)ccc21 | -2.1% | -0.4% | 35% | -8% | 4% | -1.2% | -7% | -26% | 1.2%
O=C(CSc1ncnc2c1nnn2Cc1ccccc1F)N1CCN(c2ccccc2)CC1 | -0.1% | -0.1% | 5% | -2% | -23% | 0.1% | -18% | -20% | -0.3%
COc1ccc2nc(SCC(=O)Nc3cc(OC)c(OC)cc3C(=O)O)c(C)cc2c1 | 0.8% | 0.5% | 2% | -23% | -1% | 13% | -20% | -3% | -0.3%
Cc1cc(C)n(-c2ccc(C(=O)Nc3ccc(N4CCOCC4)cc3)cc2)n1 | 3.7% | -0.1% | 17% | 7% | 0% | 1.2% | -6% | -15% | -0.1%
COc1ccc(C2(CNC(=O)c3ccc(OCC(C)C)cc3)CCOCC2)cc1 | -2.2% | 0.1% | -3% | -4% | -4% | 1.1% | -4% | -26% | -0.3%
O=C(O)CCCC(=O)NCc1ccccn1 | -0.6% | 0.7% | 4% | 2% | -2% | -1.8% | -11% | 21% | 0.0%
COc1cc2[nH]c(C(=O)N3CCC(Cc4ccccc4)CC3)cc2c(OC)c1OC | 3.9% | -0.1% | -12% | -1% | 2% | -0.9% | -1% | 2% | 0.0%
CCCN(CCC)C(C)C(=O)NCC1(c2ccccc2)CCCC1 (stereo unspecified) | · | -0.6% | 2% | 4% | -4% | 0.1% | -25% | -51%[20 µM] | -0.1%
CCOc1ccc(NC(=O)CSc2ccccc2N)cc1 | 1.4% | 0.2% | 6% | -9% | -8% | -1.6% | 7% | -49%[20 µM] | -0.1%
c1cncc(Oc2cccc(Oc3cccnc3)c2)c1 | -3.3% | -0.3% | -10% | 14% | -4% | -0.9% | -26% | 30% | 0.3%
Cc1cc(C)n(CCN(C)C(=O)CCc2nnc(-c3ccc4c(c3)OCO4)o2)n1 | · | -0.4% | 3% | 2% | · | -1.0% | -25% | -35%[20 µM] | -0.1%
CCOC(=O)/C(C#N)=C/c1c(Oc2cccc(C)c2)nc2ccccn2c1=O | 1.5% | -0.3% | -18% | 7% | 4% | -0.6% | 4% | 10% | 0.4%
Cc1c(Cc2ccccc2)c(=O)oc2cc(OCC(=O)NCC(O)c3ccccc3)ccc12 (stereo unspecified) | -4.4% | -0.2% | -1% | 5% | -5% | 0.8% | -3% | -9% | 0.1%
O=C(NCc1cccnc1)C(=O)Nc1nc2ccccc2s1 | -1.2% | 0.1% | 5% | 8% | -12% | 0.2% | -32% | 1% | 0.1%
CCC(=O)Nc1c(S(=O)(=O)c2ccccc2)c2nc3ccccc3nc2n1C(C)c1ccccc1 (stereo unspecified) | -1.2% | -1.2% | 7% | -12% | -6% | 2.4% | -27% | 36% | -0.2%
CNC(=O)N(O)C1N(/N=C/c2ccc(C)cc2)C(=S)SC1(C)C (stereo unspecified) | -1.6% | -0.3% | 0% | 0% | -4% | -0.5% | -4% | 17% | 0.2%
O=C(CCNC(=O)c1ccco1)NCCc1ccc(Cl)cc1 | 1.8% | -0.6% | 6% | 5% | -5% | -1.8% | -29% | 0% | 0.0%
COc1ccc(SCCN2CCN(CC(C)C)CCC2=O)cc1 | -0.6% | -0.2% | 16% | -11% | -5% | 0.4% | 8% | 32% | 0.7%
C=CCSc1nnc(CC(OC)OC)n1-c1ccccc1 | -3.6% | 0.1% | 9% | 7% | 3% | -0.9% | -16% | 18% | -0.3%
CCOC(=O)/C(C#N)=C/c1c(N2CCN(C)CC2)nc2ccccn2c1=O | -4.8% | -0.1% | -3% | 8% | 7% | -0.7% | -6% | 15% | -0.1%
CC(C)(C)OC(=O)NCCc1nnc(SCC(N)=O)o1 | 0.1% | 0.0% | 7% | 4% | -5% | -0.9% | -1% | -10% | 0.3%
CCc1ccc(C2C(C#N)=C(N)N(N(C)C)C3=C2C(=O)CCC3)s1 (stereo unspecified) | -0.6% | -0.4% | 2% | 4% | -2% | 26% | -34% | -15% | -0.2%
COc1nc(-c2ccccc2)cc(-c2ccc3c(c2)OCO3)c1C#N | 2.2% | 0.0% | -3% | 4% | 8% | -1.4% | -8% | -24% | 0.1%
CC1(CCc2ccc3c(c2)OCO3)NCCc2c1[nH]c1ccccc21 (stereo unspecified) | 0.5% | -0.3% | 4% | -1% | -2% | -0.3% | -12% | -6% | 0.0%
CCCCCCOC(=O)Sc1nc2ccccc2o1 | 5.8% | -0.4% | -8% | 14% | 0% | 5.2% | 7% | 9% | 0.0%
CCCCOC(=O)n1c(SCC(=O)N(C)C)nc2ccccc21 | 4.0% | · | -4% | -19% | -8% | -2.3% | -6% | -2% | -0.2%
CSc1nc(-c2ccc(Cl)cc2)nc(N)c1C#N | 0.8% | 0.2% | 14% | 5% | · | -14% | -14% | 8% | -0.3%
N=c1oc2c3c4c(cc2cc1C(=O)Nc1ccccc1)CCCN4CCC3 | 0.6% | 0.0% | ? | ? | ? | 3.4% | -31% | -34% | -0.3%
COC(=O)COc1ccc(S(=O)(=O)NCc2ccc3c(c2)OCO3)cc1C | -2.3% | -0.6% | 8% | 5% | 1% | -1.6% | -26% | 4% | 0.4%
Cn1c(CSc2ncccn2)nnc1SCC(=O)N1CCCCCC1 | · | 0.1% | 0% | 13% | -3% | 0.4% | -10% | -33%[20 µM] | -0.1%
COc1ccc(N(C)S(=O)(=O)c2cccc(C(=O)Nc3ccc(OC)nc3)c2)cc1 | 11% | 0.5% | -10% | 0% | · | 2.8% | -1% | -24% | -0.4%
CSc1ccc(CN(C)C(=O)CSCC(=O)Nc2cc(C)on2)cc1 | -6.4% | -0.4% | -4% | 6% | -12% | 1.7% | -31% | 13% | 0.0%

The list is partial; the hit share may differ from the screen's.
